ULK1 inh = ULK1 kinase inhibitors, primary screen, biochemical, AlphaScreen. AID 1259251, 2017. AlphaScreen Atg13 phosphorylation by ULK1, luminescence. inhibition, % at 5.96 µM. hit rate 1.9% among 30,000. Serine/threonine-protein kinase ULK1 (Homo sapiens), O75385; in the data active = inhibition above about 43%;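 also: 0% = median of compound wells and 100% = no enzyme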
Target sequence (O75385 whole entry, looked up): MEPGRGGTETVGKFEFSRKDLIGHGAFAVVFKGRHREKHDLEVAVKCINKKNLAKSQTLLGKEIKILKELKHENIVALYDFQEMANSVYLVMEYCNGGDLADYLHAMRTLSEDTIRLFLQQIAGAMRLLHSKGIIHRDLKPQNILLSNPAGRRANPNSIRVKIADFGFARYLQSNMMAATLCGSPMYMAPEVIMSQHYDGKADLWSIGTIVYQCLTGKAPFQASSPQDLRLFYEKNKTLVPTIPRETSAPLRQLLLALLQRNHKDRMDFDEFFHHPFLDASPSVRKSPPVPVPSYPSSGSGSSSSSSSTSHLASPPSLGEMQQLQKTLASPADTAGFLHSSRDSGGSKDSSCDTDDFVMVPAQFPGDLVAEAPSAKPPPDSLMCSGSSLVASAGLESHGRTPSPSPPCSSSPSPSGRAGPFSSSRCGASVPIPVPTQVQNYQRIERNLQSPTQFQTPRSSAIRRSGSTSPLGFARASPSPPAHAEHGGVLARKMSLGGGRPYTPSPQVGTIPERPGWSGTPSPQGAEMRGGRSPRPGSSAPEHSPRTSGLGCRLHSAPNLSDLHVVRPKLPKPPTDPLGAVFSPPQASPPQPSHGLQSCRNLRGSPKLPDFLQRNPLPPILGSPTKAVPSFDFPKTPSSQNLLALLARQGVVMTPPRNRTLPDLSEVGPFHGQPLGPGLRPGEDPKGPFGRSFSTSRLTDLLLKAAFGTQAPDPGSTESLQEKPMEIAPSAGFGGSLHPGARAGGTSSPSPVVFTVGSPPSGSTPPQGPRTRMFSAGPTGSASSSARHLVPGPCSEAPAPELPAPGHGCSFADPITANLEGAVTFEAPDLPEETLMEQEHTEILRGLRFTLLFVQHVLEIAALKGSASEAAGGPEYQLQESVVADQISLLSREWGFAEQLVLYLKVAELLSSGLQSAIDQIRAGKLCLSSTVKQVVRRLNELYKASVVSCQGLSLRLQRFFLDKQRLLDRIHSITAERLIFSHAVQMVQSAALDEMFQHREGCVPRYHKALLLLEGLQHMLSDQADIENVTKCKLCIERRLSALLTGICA
ASK1 primary = ASK1 kinase inhibitors, primary screen, biochemical, AlphaScreen; Mitogen-activated protein kinase kinase kinase 5 (Homo sapiens), Q99683; AlphaScreen MKK6 phosphorylation by ASK1, luminescence; inhibition, % at 7.44 µM; hit rate 0.99% among 22,000; in the data active = inhibition above about 35%;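 also: 0% = median of compound wells and 100% = no enzyme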
Starred values were filed as active, the others as inactive; / = not tested or not shown; & = joins results of further samples.

SMILES	ULK1 inh	ASK1 primary
O=c1[nH]c2ccccc2c(=O)n1CCCN1CCN(c2ccccc2)CC1	-9&-16	/
O=C(Nc1ccc2c(c1)OCO2)c1ccnc(N2CCCC2CO)c1 (centres undefined)	7	13
CC1CCCN(S(=O)(=O)c2ccc(Br)cc2)C1 (centres undefined)	0	/
COc1ccc(Nc2nc(NCC3CCCO3)c3ncn(C(C)C)c3n2)cc1 (centres undefined)	5	4
CC(=O)c1cccc(-c2cccc(C(N)=O)n2)c1	-1	2
Nc1cccc(-c2cc(C(=O)Nc3ccc(Oc4ccccc4)cc3)ccn2)c1	-9	0
Cc1ccc(C(=O)N[C@@H]2CCN(S(=O)(=O)c3cccc4c(C)cncc34)C2)cc1F	-5	-11
CCCCN1CCCC1C(=O)Nc1c(C)cc(C)cc1C (centres undefined)	-19	/
CCCNc1nc(Cl)nc2c1ncn2C1CCCCC1	0	-7
O=C(NCCCN1CCCC1=O)c1csc(Nc2ccc(N3CCOCC3)cc2)n1	-9	-14
CCN1CCN(c2c(Cl)cccc2NC(=O)Cc2ccc3ccccc3c2)CC1	0	-5
c1ccc(CNc2nc(N3CCN(c4ccccn4)CC3)nc3c2ncn3C2CCCCC2)cc1	4	26
COc1ccc(Cl)cc1C(=O)Nc1cc(C)nn1-c1nc2c(c(=O)[nH]1)CCC2	-8	/
COc1ccc2c(c1)CC(c1nc3cccnc3c(=O)[nH]1)CO2 (centres undefined)	7	-7
OC1CCC(Nc2cc(Nc3ccc4c(c3)OCO4)ncn2)CC1 (centres undefined)	13	10
Cc1nn(C)c(C)c1-c1nc(C(=O)NCCOc2ccccc2)cs1	-1	-16
CCCNc1nc(NCc2cccnc2)nc2c1ncn2CCN1CCCC1=O	3	2
CCNc1nc(C(=O)Nc2ccc(N3CCOCC3)cc2)cs1	-10	-22
COc1cc2nc(NCCN3CCOCC3)nc(NCCOc3ccccc3)c2cc1OC	-1	-3
COc1ccc(C)cc1N(CC(=O)NC(C)(C)C)S(=O)(=O)c1ccccc1	-6	/
Cc1cc(O)c(Cl)c(C)c1Cl	-1	/
CN(C)c1cccc(Nc2nc(NCCc3ccc(O)cc3)c3ncn(-c4ccsc4)c3n2)c1	15	29
CN1CCN(C(=O)c2ccc(-c3cccc(C(=O)NCc4cccnc4)n3)cc2)CC1	9	6
COc1ccc(-c2cncc(C(=O)NCCN3CCOCC3)c2)cn1	0	2
Cn1c(Nc2nc(NC3CCN(Cc4ccccc4)CC3)c3ncn(CCN4CCCC4=O)c3n2)nc2ccccc21	10	10
More entries
SMILES	ULK1 inh	ASK1 primary
COc1ccc2c(c1)CC(C(=O)Nc1ccc(-c3cn[nH]c3)cc1N1CCC(N(C)C)C1)CO2 (centres undefined)	1	0
Nc1nc(NC2CCN(Cc3ccccc3)CC2)cc(-c2ccccc2)n1	-16	1
CCC(=O)/C=C1/Sc2ccccc2N1CC	7	/
COc1ccc(-c2ncn(-c3ccc(Nc4ncc5ccc(-c6cnn(C)c6)cc5n4)cc3)n2)cn1	35	4
CCCNc1nc(-c2cccc(C(C)=O)c2)nc2c1ncn2Cc1ccc(C(F)(F)F)cc1	-7	-10
Cc1nn(C)c(C)c1-c1nc2ncnc(NCCCN3CCCC3=O)c2[nH]1	1	5
Cc1noc(C)c1-c1cccc(C(=O)NCCCN2CCCC2=O)n1	0	0
CCCCCc1ccc(C)cc1O	5	/
CCCNc1nc(-c2c(C)noc2C)nc2c1ncn2Cc1ccc(C(F)(F)F)cc1	-12	-5
CCN(CC)c1nc(NCc2ccccc2)nc(Nc2ccc3ncccc3c2)n1	-24	-17
COc1cc(NC(=O)c2cccc(-n3cc(NC(=O)Nc4cc(C)ccc4Cl)cn3)c2)cc(OC)c1OC	-4	-4
O=C(NCCN1CCOCC1)c1cccc(-n2ncc3cc(Nc4ccccc4F)ccc32)n1	0	-7
O=C(NCc1cccc(C(F)(F)F)c1)c1csc(NCc2cccnc2)n1	-2	-17
c1cc(-n2cnc(N3CCOCC3)n2)ccc1Nc1ncc2ccc(-c3cn[nH]c3)cc2n1	74*	7
CC(=O)Nc1ccc(Nc2nc(-c3c(C)noc3C)nc3c2ncn3-c2ccccc2)cc1	22	-64
CCCOc1cc(N)ccc1C(=O)OCCN(CC)CC	8	/
Cc1cncc(NC(=O)c2cccc(-n3cc(Nc4nnnn4-c4ccccc4Cl)cn3)c2)c1	-16	1
COc1cc(N2CCOCC2)ccc1Nc1cc(Nc2ccccc2C(N)=O)c(C)cn1	31	0
Cc1c(O)ccc2c1O/C(=C\c1ccc3c(c1)OCO3)C2=O	-38	/
CC(C)n1cnc2c(Nc3ccccc3)nc(NCCCN3CCCC3=O)nc21	25	9
CC1OC(O[C@H]2/C=C/C=C/C=C/C=C/C=C/C=C/C=C/[C@H](C)[C@@H](O)[C@@H](C)[C@H](C)OC(=O)CC(O)CC(O)CCC(O)C(O)CC(O)C[C@]3(O)C[C@H](O)C(C(=O)O)C(C2)O3)C(O)[C@H](N)C1O (some centres undefined)	12	/
c1ccc(Oc2ccc(Nc3nc(Nc4cccnc4)nc4c3ncn4C3CCCCC3)cc2)cc1	3	20
Cc1nc(C)n(-c2ccc(Nc3cc(-c4nn(CCc5ccc6c(c5)OCO6)cc4-c4ccccc4)ccn3)cc2)n1	-21	13
FC(F)(F)c1ccc(Cn2cnc3c(Nc4ccc(N5CCOCC5)cc4)nc(Nc4ccc(N5CCOCC5)cc4)nc32)cc1	1	22
CCCNc1nc(Nc2ccncc2)nc2c1ncn2-c1ccccc1	-9	-1
(continued)
SMILES	ULK1 inh	ASK1 primary
FC(F)(F)c1ccc(Cn2cnc3c(NCc4cccc(C(F)(F)F)c4)nc(N4CCOCC4)nc32)cc1	2	27
CN1CCN(C(=O)c2ccc(-c3ccc(C(=O)NC4CC4)s3)cc2)CC1	-3	5
Cc1noc(C)c1-c1nc(N)c2ncn(Cc3ccc(C(F)(F)F)cc3)c2n1	-33	26
Cc1[nH]c(=O)c(C#N)cc1-c1ccc2nccn2c1	1	/
CCOc1ccc(CC(=O)Nc2cc(C)nn2-c2ncnc3c2cnn3-c2ccc(Cl)cc2)cc1	10	/
CC(C)N(CCNC(=O)c1cccc(-c2ccccc2)c1)C(C)C	3	-3
CC(=O)Nc1ccc(Nc2cc(C)nc(-c3c(C)noc3C)n2)cc1	-11	-8
COc1ccc(CCNC(=O)c2csc(NCc3cccnc3)n2)cc1	-3	-9
Cc1cccc(CC(=O)Nc2cnn(-c3cccc(C(=O)Nc4cccc(C(C)(C)C)c4)c3)c2)c1	-39	-2
O=C(Nc1ccc2[nH]ncc2c1)[C@@H]1C[C@@H](O)CN1C(=O)c1ccc(F)cc1	1	-25
O=C(Nc1ccc(Cl)cc1[N+](=O)[O-])c1cccc([N+](=O)[O-])c1	6	/
Cc1cc(NCc2cccc(C(F)(F)F)c2)nc(-c2ccc(N3CCOCC3)nc2)n1	-7	-2
Cc1cnc(NCc2cccnc2)nc1NCCN(C(C)C)C(C)C	0	1
Cc1nn(C)c(C)c1-c1cc(C(=O)NCCN(C(C)C)C(C)C)ccn1	-4	-4
CN(C)c1cccc(F)c1C(=O)NC(=O)Nc1ccc(Cl)cc1	-8	/
OCCNc1nc(NC2CCN(Cc3ccccc3)CC2)nc2c1ncn2-c1ccsc1	-8	-1
Nc1nc(NCCN2CCOCC2)nc2c1ncn2Cc1ccc(C(F)(F)F)cc1	10	11
O=C(Nc1ccc(F)cc1F)C1CCCCC1	2	/
CC(=O)Nc1ccc(Nc2nc(-c3ccc(C(=O)N4CCN(C)CC4)cc3)nc3c2ncn3C(C)C)cc1	27	6
NC(=O)c1cnc(N2CCc3ccccc3C2)s1	1	6
CC(C)N(CCNC(=O)c1cccc(-c2csc3ccccc23)n1)C(C)C	1	-8
O=C1NC(=O)C(=Cc2ccc(-c3cc([N+](=O)[O-])ccc3Cl)o2)C(=O)N1	7	/
COc1ccc(CCNc2nc(Nc3nc4ccccc4n3C)nc3c2ncn3-c2ccccc2)cc1	3	10
CCCCSc1nc2c(c(=O)[nH]1)C(c1cccnc1)C(C(=O)OC(C)C)=C(C)N2 (centres undefined)	-1	/
Nc1nc(N2CCc3ccccc3C2)nc2c1ncn2Cc1ccc(C(F)(F)F)cc1	-17	7

Taken from the entries so far for reference:
SMILES	ULK1 inh	ASK1 primary
O=C1NC(=O)C(=Cc2ccc(-c3cc([N+](=O)[O-])ccc3Cl)o2)C(=O)N1	7	/
COc1ccc(CCNc2nc(Nc3nc4ccccc4n3C)nc3c2ncn3-c2ccccc2)cc1	3	10

With a hit mark in ULK1 inh (from the list above):
SMILES	ULK1 inh	ASK1 primary
c1cc(-n2cnc(N3CCOCC3)n2)ccc1Nc1ncc2ccc(-c3cn[nH]c3)cc2n1	74*	7

Other entries follow:
SMILES	ULK1 inh	ASK1 primary
Cc1cnc(N2CCCC2CO)nc1NCCCN1CCCC1=O (centres undefined)	2	0
COc1ccc(C[C@H](N)C(=O)N[C@@H]2[C@@H](CO)OC(n3cnc4c(N(C)C)ncnc43)[C@@H]2O)cc1 (some centres undefined)	-3	/
Nc1cccc(-c2ccc(C(=O)NCc3nc4ccccc4[nH]3)s2)c1	-6	7
CC(=O)c1cccc(-c2nc(NCCN(C(C)C)C(C)C)c3ncn(CCN4CCCC4=O)c3n2)c1	0	7
O=C1CCCN1CCCNc1nc(N2CCCC2CO)nc2c1ncn2-c1ccsc1 (centres undefined)	8	-1
CN1CCN(C(=O)CN(c2ccccc2F)S(C)(=O)=O)CC1	12	/
COc1cc2nc(Nc3cccnc3)nc(Nc3ccc(Oc4ccccc4)cc3)c2cc1OC	6	1
Oc1ccc(CCNc2ncnc3nc(Nc4ccc(-n5ccnc5)cc4)[nH]c23)cc1	16	19
c1ccc(-c2nc(NCc3nc4ccccc4[nH]3)c3ncn(C4CCCCC4)c3n2)cc1	-2	-2
C[C@@H]1C[C@H]2[C@@H]3CCC4=CC(=O)C=C[C@]4(C)[C@@]3(F)[C@@H](O)C[C@]2(C)C1(O)C(=O)CO (some centres undefined)	-19	/
Cc1cccc(CC(=O)Nc2cnn(-c3cccc(-n4cc(-c5cccc(C)c5)nn4)c3)c2)c1	-11	-3
Cc1noc(C)c1-c1nc(C(=O)NC2CC2)cs1	21	-2
CCN(CC)C(=O)C1CCCN(c2ccc(-n3cc(CC(=O)NCc4ccccc4)c4ccccc43)nn2)C1 (centres undefined)	-9	-6
O=C(NCc1ccccc1)c1cc(N2CCCC2CO)nc2ccccc12 (centres undefined)	6	-9
CCOCc1nc2c(N)nc3ccccc3c2n1CC(C)(C)O	10	/
CCCNc1nc(Cl)nc2c1ncn2-c1ccccc1	11	5
COc1cccc(CNC(=O)Nc2ccc(-c3cn[nH]c3)cc2OCCO)c1	-5	-1
COc1ccc(NC(=O)C(=O)NNC(=O)c2ccco2)cc1	-11	/
CC(C)n1c(Nc2cccc(N(C)C)c2)nc2c(NCCCN3CCCC3=O)ncnc21	18	8
O=C(Cc1cn(-c2ccc(NCCCN3CCCC3=O)nn2)c2ccccc12)NCCN1CCOCC1	-5	-9
OCCn1cc(-c2cc(F)cc(F)c2)cn1	-29	/
CC1=CC(=C(c2ccc(N)cc2)c2ccc(N)cc2)C=CC1=N	1	/
c1ccc2c(Nc3nccc(NCc4nc5ccccc5[nH]4)n3)nccc2c1	3	-13
CCCNc1nc(-c2cccc(C(C)=O)c2)nc2nc[nH]c12	-1	7
CC(C)N(CCNc1cc(Nc2ccc(C(F)(F)F)cc2)nc(N)n1)C(C)C	-18	0

By substructure: the compounds so far with a CF3 group (10)
SMILES	ULK1 inh	ASK1 primary
CCCNc1nc(-c2cccc(C(C)=O)c2)nc2c1ncn2Cc1ccc(C(F)(F)F)cc1	-7	-10
CCCNc1nc(-c2c(C)noc2C)nc2c1ncn2Cc1ccc(C(F)(F)F)cc1	-12	-5
O=C(NCc1cccc(C(F)(F)F)c1)c1csc(NCc2cccnc2)n1	-2	-17
FC(F)(F)c1ccc(Cn2cnc3c(Nc4ccc(N5CCOCC5)cc4)nc(Nc4ccc(N5CCOCC5)cc4)nc32)cc1	1	22
FC(F)(F)c1ccc(Cn2cnc3c(NCc4cccc(C(F)(F)F)c4)nc(N4CCOCC4)nc32)cc1	2	27
Cc1noc(C)c1-c1nc(N)c2ncn(Cc3ccc(C(F)(F)F)cc3)c2n1	-33	26
Cc1cc(NCc2cccc(C(F)(F)F)c2)nc(-c2ccc(N3CCOCC3)nc2)n1	-7	-2
Nc1nc(NCCN2CCOCC2)nc2c1ncn2Cc1ccc(C(F)(F)F)cc1	10	11
Nc1nc(N2CCc3ccccc3C2)nc2c1ncn2Cc1ccc(C(F)(F)F)cc1	-17	7
CC(C)N(CCNc1cc(Nc2ccc(C(F)(F)F)cc2)nc(N)n1)C(C)C	-18	0

Further entries:
SMILES	ULK1 inh	ASK1 primary
O=C(NCCCN1CCCC1=O)C1CCN(c2ccc(Nc3cnccn3)nn2)CC1	-7	2
Nc1nc(Nc2ccc(C(F)(F)F)cc2)nc2c1ncn2-c1ccsc1	3	-26
Cc1cnc(Nc2ccc(-n3ccnc3)cc2)nc1NC1CCN(Cc2ccccc2)CC1	5	2
O=C(Nc1ccc(Oc2ccccc2)cc1)c1cccc(-c2csc3ccccc23)c1	2	-3
CCNc1nc(NCCOc2ccccc2)c2ncn(CCN3CCCC3=O)c2n1	0	-9
CN(C)c1cccc(Nc2nccc(NCCc3ccc(O)cc3)n2)c1	-9	27
O=C(Nc1ccncc1)C1CCN(C(=O)[C@@H](O)COc2ccc(Br)cc2)CC1	-8	-14
COc1cccc(CN(CCCN(C)C)C(=O)Nc2ccc(-c3cn[nH]c3)cc2)c1	21	15
COc1ccc(CCNc2nc(-c3cccc(C(C)=O)c3)nc3c2ncn3C(C)C)cc1	-12	-13
CN1CCN(c2nc3c(c(=O)n(C)c(=O)n3C)n2CC(N)=O)CC1	-9	/
CC1(C)CC(CC(=O)N2CCOCC2)(c2ccccc2)CCO1 (centres undefined)	-1	/
COc1ccc(CCNc2nc(-c3ccc(C(=O)NC4CC4)cc3)nc3c2ncn3-c2ccccc2)cc1	-24	-2

Screening results (PubChem BioAssay)

The order is random (roughly 2.8% active in at least one column).
